Assay outcomes as filed in PubChem.
E-sel inducer: E-selectin induction on HUVECs; P16581; HUVEC E-selectin immunofluorescence imaging; normalized: neutral wells 0, TNF-alpha wells 100; activation, % at 7.58 µM; 0.37% of 260,000 active; AID 686992;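 active = mean E-selectin-positive cell signal at least 10% of the positive control, reached in at least 60% of replicates, without over 20% cell loss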;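 also: in these data hits start at about 27%; measured in HUVEC primary endothelial cells; signal is the percent of cells scored E-selectin positive by PE staining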
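assay system = HUVEC, human umbilical vein endothelial cells | input = 3,000 HUVEC seeded per well | medium = EGM-2 growth medium on 0.1% gelatin-coated wells | dosing = one compound dose added by pin transfer | signal = immunofluorescence imaging | read-out basis = % PE-positive cells | control set = TNF-alpha, DMSO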
ERAP1 HTS inh: ERAP1 (human) enzyme inhibition | Q9NZ08 | recombinant ERAP1, Leu-AMC fluorescence, 60 min | inhibition, % at 10.7 µM | 0.15% of 340,000 active;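 active = mean replicate inhibition of at least 30%, or all replicates individually reaching that 30% level; inactive = mean below 30% and not every replicate reaching it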;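 also: 0% = neutral control wells and 100% = L-leucinethiol positive control wells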
Target sequence (Q9NZ08 whole entry, looked up): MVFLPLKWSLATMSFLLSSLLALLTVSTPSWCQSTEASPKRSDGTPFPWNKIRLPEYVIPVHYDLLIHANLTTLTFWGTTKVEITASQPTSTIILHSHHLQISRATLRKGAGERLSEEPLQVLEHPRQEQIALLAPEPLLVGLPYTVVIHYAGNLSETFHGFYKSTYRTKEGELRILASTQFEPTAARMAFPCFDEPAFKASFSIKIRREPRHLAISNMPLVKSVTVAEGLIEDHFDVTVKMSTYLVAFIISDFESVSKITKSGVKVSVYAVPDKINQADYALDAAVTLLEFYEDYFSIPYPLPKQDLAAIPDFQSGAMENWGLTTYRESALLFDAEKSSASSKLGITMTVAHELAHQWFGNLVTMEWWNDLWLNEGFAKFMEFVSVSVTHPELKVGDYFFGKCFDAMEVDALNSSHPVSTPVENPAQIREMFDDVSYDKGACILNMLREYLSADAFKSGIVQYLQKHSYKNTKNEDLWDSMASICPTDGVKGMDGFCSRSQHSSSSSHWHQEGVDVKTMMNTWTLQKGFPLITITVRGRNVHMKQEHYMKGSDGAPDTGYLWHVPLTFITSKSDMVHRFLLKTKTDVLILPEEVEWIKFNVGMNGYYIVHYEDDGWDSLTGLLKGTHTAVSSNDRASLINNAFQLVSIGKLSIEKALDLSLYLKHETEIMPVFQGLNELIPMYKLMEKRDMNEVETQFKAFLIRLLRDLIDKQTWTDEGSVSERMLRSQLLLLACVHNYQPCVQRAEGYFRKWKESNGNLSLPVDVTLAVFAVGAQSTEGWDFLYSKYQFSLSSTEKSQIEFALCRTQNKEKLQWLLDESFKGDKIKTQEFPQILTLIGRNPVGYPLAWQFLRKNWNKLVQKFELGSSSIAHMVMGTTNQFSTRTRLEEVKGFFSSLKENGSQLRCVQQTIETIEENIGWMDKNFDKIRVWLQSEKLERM
RAD52 anneal inh: blocks human RAD52 DNA annealing; P43351; recombinant RAD52 DNA annealing, FRET fluorescence; inhibition, % at 18.7 µM; 0.46% of 360,000 active; AID 651710;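 active = every replicate showing at least 50% inhibition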
Active calls of the source: *; & = joins results of further samples.

no. | Structure | E-sel inducer | ERAP1 HTS inh | RAD52 anneal inh
1 | COc1ccc(CN2C(=O)C(CC(=O)NCCN3CCOCC3)CC(C(=O)N3CCCCCC3)=C2C)cc1 (stereo not drawn) | 0.0 | 2.5 | -21.5
2 | CCNC(=O)N(C)[C@H]1C[C@H]2c3[nH]c4c(-c5ccccc5)cccc4c3CCN2C(=O)[C@H]1[C@H](C)O | 0.1 | 5.1 | -24.7
3 | CCOC(=O)N1CCN(CCC(=O)Nc2cc([N+](=O)[O-])ccc2OC)CC1 | 0.3 | 1.3 | 1.2
4 | CCc1ccc(N(C(=O)c2csnn2)C(C(=O)NC(C)(C)C)c2cccnc2)cc1 (stereo not drawn) | 0.3 | -0.4 | 3.1
5 | Fc1ccc(NC(=S)N2CCN(C/C=C/c3ccccc3)CC2)c(F)c1 | 1.9 | -4.8 | -27.7
6 | COc1ccc2c(CC(=O)OCC(=O)Nc3cc(C)c(C)cc3[N+](=O)[O-])coc2c1 | 2.6 | 3.4 | -4.9
7 | O=C(CNC(=O)c1ccccc1F)N/N=C/c1cn[nH]c1-c1ccccc1 | 22.3 | 1.9 | -8.4
8 | Cc1ccc(CCNC(=O)C2CCC(CNc3c(N4CCCC4)c(=O)c3=O)CC2)cc1 (stereo not drawn) | 0.1 | 0.6 | -9.8
9 | Cc1ccnc(NC(=O)c2ccc(NS(=O)(=O)/C=C/c3ccccc3)cc2)c1 | -0.1 | -0.7 | -8.8
10 | O=C(Nn1cnnc1)c1ccc(Br)s1 | -0.3 | -2.8 | -9.6
11 | COC(=O)C1(C(=O)OC)C[C@H](c2ccc(OC)cc2)N(Cc2ccccc2OC)[C@@H]1c1cccs1 | -0.4&-0.3 | -6.2&-4.1 | -10.1&-5.5
12 | CCCCC(CC)C(=O)Nc1cc([N+](=O)[O-])ccc1F (stereo not drawn) | 0.0 | 11.0 | -10.8
13 | O=C1[C@H](c2ccccc2)[C@@H](c2ccncc2)N1c1ccncc1 | -0.1 | 7.2 | -6.4
14 | O=C(C1CCCC1)N1CC2(C1)[C@@H](c1ccccc1)[C@H](CO)N2C(=O)NC1CCCC1 | 0.2 | -3.2 | -2.3
15 | CCOC(=O)[C@]12CCCC=C1N(Cc1ccccc1)C(=O)[C@H](CC(=O)NCc1cccc(C(F)(F)F)c1)C2 | -0.1 | -3.9 | -6.3

Copied from above, entries 9 to 11
no. | Structure | E-sel inducer | ERAP1 HTS inh | RAD52 anneal inh
9 | Cc1ccnc(NC(=O)c2ccc(NS(=O)(=O)/C=C/c3ccccc3)cc2)c1 | -0.1 | -0.7 | -8.8
10 | O=C(Nn1cnnc1)c1ccc(Br)s1 | -0.3 | -2.8 | -9.6
11 | COC(=O)C1(C(=O)OC)C[C@H](c2ccc(OC)cc2)N(Cc2ccccc2OC)[C@@H]1c1cccs1 | -0.4&-0.3 | -6.2&-4.1 | -10.1&-5.5

Other compounds:
no. | Structure | E-sel inducer | ERAP1 HTS inh | RAD52 anneal inh
16 | CCN(CC)C(=O)CSc1nc2c(c(-c3cccnc3)c1C#N)CCCC2 | -0.1 | -3.4 | 1.0
17 | O=C(/C=C/c1ccc(N2CCCCC2)c([N+](=O)[O-])c1)c1ccc(S(=O)(=O)N2CCCC2)cc1 | 0.1 | 2.6 | -2.6
18 | COC(=O)[C@]1(Cc2ccccc2)NC=C(C(=O)c2ccccc2)[C@@H]1c1cccc(OC)c1 | -0.1 | -0.6 | -10.0
19 | Cc1ccc(C=Nc2ccccc2C(N)=O)o1 | -1.6 | -4.6 | -8.8
20 | O=C(Nc1ccccc1Cl)N1CCN(C/C=C/c2ccccc2)CC1 | 0.0 | -1.3 | -6.7
21 | CC1(C(=O)Nc2ccc3c(c2)OCCO3)CN(S(C)(=O)=O)CC(=O)N1Cc1cccc(F)c1 (stereo not drawn) | 0.9 | -3.8 | -3.6
22 | CCC(=O)N1[C@H](CO)[C@H](c2ccc(-c3ccncc3)cc2)[C@@H]1CN(C)C(C)=O | 0.1 | -0.2 | -7.0
23 | O=C(CN1C(=O)/C(=C/c2ccccc2F)SC1=S)NC1C=CS(=O)(=O)C1 (stereo not drawn) | 3.5 | 1.3 | 10.2
24 | CCCNC(=O)COC(=O)c1cc(C)nc2ccccc12 | 0.1 | 2.6 | -7.9
25 | CCCOc1ncnc2c1[nH]c1ccc(OC)cc12 | 1.6 | 4.8 | -4.7
26 | CCOC(=O)CSc1nnc(-c2ccc3ncccc3c2)n1C | 8.4 | -2.2 | -13.7
27 | Cc1ccc(OCc2n[nH]c(=S)n2-c2ccc(C)cc2)cc1 | -1.4 | -0.5 | -0.4
28 | CC1CCCCN1CCNC(=O)c1ccc2c(=O)n(Cc3ccc(Cl)cc3)c(=S)[nH]c2c1 (stereo not drawn) | -0.7 | -1.1 | -67.5
29 | COc1ccc(-n2c(C)cc(-c3cn4cccc(C)c4n3)c2C)cc1 | 0.0 | -2.5 | -33.8
30 | CC1(N=Cc2cc(Cl)ccc2O)COP(=O)(NC2CCCC2)OC1 (stereo not drawn) | 0.0 | -1.4 | -49.7
31 | CC1(C2CC2)NC(=O)N(CC(=O)Nc2ccccc2C#N)C1=O (stereo not drawn) | -0.2 | -0.1 | -0.3
32 | C=CCOc1c(Br)cc(C2C3=C(CCCC3=O)N(C)C3=C2C(=O)CCC3)cc1OCC | -0.5 | -85.1 | 6.8
33 | COc1cccc(C=NNc2nnc(NN=Cc3cccc(OC)c3OC)c3ccccc23)c1OC | 1.4 | 0.6 | -27.3
34 | CC(C)c1ccc(/C=C/C(=O)N2CCCCCC2)cc1 | 0.1 | 1.8 | -32.8
35 | CC(C(=O)N1CCOCCOCCOCC1)N1C(=O)c2ccccc2C1=O (stereo not drawn) | 1.4 | -4.7 | -11.2
36 | COc1cc(NS(=O)(=O)c2ccc(NC(=O)c3ccc(S(=O)(=O)N4CCCC4)cc3)cc2)ncn1 | -0.1 | 0.1 | -5.4
37 | CC1=C(C(=O)N2CCCCCC2)CC(CC(=O)NCc2cccc3ccccc23)C(=O)N1CCC1=CCCCC1 (stereo not drawn) | -0.2 | -0.6 | -16.0
38 | COc1ccc(CNCC(O)COc2ccc(C(C)(C)c3ccccc3)cc2)cc1 (stereo not drawn) | 0.6 | 1.0 | 34.2
39 | CCN(CC)S(=O)(=O)c1ccc(OC)c(NC(=O)Cn2cnc3c2c(=O)n(C)c(=O)n3C)c1 | 1.2 | 18.7 | -14.7
40 | O=C(NCC(c1ccco1)N1CCCCC1)c1ccc2c(c1)S(=O)(=O)c1ccccc1C2=O (stereo not drawn) | 0.4 | 3.5 | -6.9
41 | CC(C)CCOC(=O)C[N+](C)(C)CCOC1CC2CCC1(C)C2(C)C (stereo not drawn) | 11.8 | 8.9 | 47.5
42 | Cc1csc(NC(=O)c2ccc(-c3ccc(Cl)cc3Cl)o2)n1 | -2.3 | -0.7 | -33.1
43 | Cc1ccc(NC(=O)COC(=O)C2=COCCO2)c([N+](=O)[O-])c1 | 0.2 | 0.1 | -8.2
44 | CCCCOCCCNC(=O)C[C@@H]1C[C@@]2(C(=O)OC)CC(C)(C)CC=C2N(Cc2ccco2)C1=O | -0.3 | 0.9 | 8.4
45 | Cc1ccc(S(=O)(=O)NCc2c(-c3ccccc3)noc2C)cc1 | 0.7 | 3.4 | -5.3
46 | CCOC(=O)C1=C(COC(=O)c2cc(OC)c(OC)c(OC)c2)NC(=O)NC1C (stereo not drawn) | -0.6 | 4.5 | -7.3
47 | O=C(Cc1c[nH]c2ccccc12)Nc1ccc(Nc2cccnc2)c(-c2ccc(-c3ccccc3)cc2F)c1 | 3.3 | -0.9 | -48.3
48 | O=C(NCCOc1ccc(F)cc1)C1CCC(=O)N(Cc2ccc(Cl)cc2)C1 (stereo not drawn) | -0.1 | 0.1 | 2.2
49 | CCN(CC(=O)NCc1cccs1)C(=O)c1ccc(OC)c(S(=O)(=O)N2CCOCC2)c1 | 0.3 | -5.3 | -7.3
50 | Cn1ccc(C(=O)N/N=C/c2ccccc2[N+](=O)[O-])n1 | 0.0 | 4.0 | -6.1
51 | O=S(=O)(c1ccc(Cl)cc1)N1CCN=C1SCc1cccc(Cl)c1 | -1.5 | 2.0 | 0.4
52 | Cc1ccc(-c2csc3ncnc(Oc4ccc5c(C)cc(=O)oc5c4)c23)cc1 | 0.0 | -3.7 | -10.3
53 | COC(=O)[C@]12C[C@H](CC(=O)NCc3ccc(OC)c(OC)c3)C(=O)N(Cc3ccc4c(c3)OCO4)C1=C[C@H](C(C)(C)C)O[C@@H]2C | 0.1 | 1.8 | -11.2
54 | Cc1cc(C)c2c(N=NN3CCOCC3)[nH]nc2n1 | 0.9 | 2.9 | -6.5
55 | C/C(=N\NC(=O)c1cccc(N/N=C(\C)c2ccco2)c1)c1ccco1 | 0.1 | 4.1 | -19.9
56 | O=C1C2CC3N1CCC31c3ccccc3-n3c1c2ccc3=O (stereo not drawn) | 0.0 | -0.9 | -3.2
57 | COc1ccc(C(=O)NC(=S)NCCc2ccccc2)cc1 | 1.9 | 0.0 | -12.4
58 | O=[N+]([O-])c1ccc(COc2ccc(-c3[nH]ncc3-c3ccccc3)c(O)c2)cc1 | 0.0 | -1.3 | -0.3
59 | COc1cc2c(c3c1c(=O)c1cccc(F)c1n3C)C=CC(C)(C)O2 | 0.1 | 2.7 | -14.5
60 | O=C(CSc1ccc2ccccc2c1)Nc1nc2ccccc2[nH]1 | -2.3 | 6.3 | 4.8
61 | Cc1cccc(C)c1NC(=O)CNC(=O)C12CC3CC(CC(O)(C3)C1)C2 | -0.4 | 1.2 | -5.0
62 | CN(C)S(=O)(=O)c1cccc(NC(=O)COC(=O)c2c[nH]c(=O)[nH]c2=O)c1 | 1.6 | -0.7 | -4.1
63 | COc1ccc(C=O)c(-c2c(CCO)sc3ccccc23)c1 | 3.6 | -2.9 | 2.2
64 | COc1cccc(S(=O)(=O)N2[C@@H]3CNC[C@H]2C3c2ccc(-c3cccc(C)c3)cc2)c1 (stereo partly drawn) | 0.0 | -1.7 | 41.4
65 | O=C1C(=Cc2ccc(Cl)cc2)Cc2ccccc21 | 0.0 | -0.8 | -6.7
66 | O=C1C2C3CC4C5C3C1C5C1(SCCS1)C42 (stereo not drawn) | -0.2 | 9.5 | -7.5
67 | COc1ccc2c3c(n(C)c2c1)[C@@H](CO)N(CC1CCCCC1)CC31CCN(Cc2nccs2)CC1 | -0.4 | -0.6 | -92.8
68 | COC(=O)C1=CCCCC(O)=C1C(=O)OC | 0.0 | -0.4 | -15.0
69 | COC(=O)[C@]12CCCCC=C1N(Cc1ccco1)C(=O)[C@H](CC(=O)NCc1cccc3ccccc13)C2 | 0.0 | 3.3 | -24.8
70 | COc1ccc(C)cc1NC(=O)ON=C1CCCCC1 | -0.1 | 0.8 | -0.3
71 | C=C1SC(=Nc2ccccc2Cl)N(C(=O)c2sc3ccccc3c2Cl)C1(C)C | -0.4 | 3.4 | -14.4
72 | NNC(=O)CC(=O)NC1(Cc2ccc(O)cc2)CCCCC1 | 5.1 | 0.0 | -9.5
73 | CCCCn1nnnc1C(c1ccccc1)N1CCN(c2cc(C)ccc2C)CC1 (stereo not drawn) | -0.5 | 0.1 | -7.3
74 | CCCCCCCCN1C(=O)[C@H](CC(=O)NCCCN2CCCC2=O)C[C@@]2(C(=O)OC)CC(C)(C)CC=C12 | 0.0 | 21.8 | 1.1
75 | CCCC(=O)N1CCC2(CC1)CN(C(=O)Nc1cccc(F)c1)[C@H](CO)c1c2c2ccc(OC)cc2n1C | -0.7 | 0.9 | -5.8

Further records follow.
no. | Structure | E-sel inducer | ERAP1 HTS inh | RAD52 anneal inh
76 | Cc1ccc(S(=O)(=O)C2C(=O)N(C)C3(C)CC2c2ccccc2O3)cc1 (stereo not drawn) | 0.4 | -4.8 | 4.5
77 | CCCCCc1nnc(NC(=O)c2ccc(N3CCCC3=O)cc2)s1 | -0.2 | 2.0 | -5.1
78 | O=C(Nc1nc2ccccc2s1)c1cc(-c2ccco2)nc2ccccc12 | -1.9 | -5.7 | -10.9
79 | CCCCCCCCN1C(=O)[C@H](CC(=O)NCc2ccc(OC)c(OC)c2)C[C@@]2(C(=O)OC)CC(C)(C)CC=C12 | 0.6 | 5.9 | 1.0
80 | S=C(NCC1COc2ccccc2O1)Nc1ccccc1 (stereo not drawn) | -0.2 | 3.3 | -21.3
81 | CC(NCC(O)COCc1ccc(Cl)cc1)c1ccccc1 (stereo not drawn) | 0.2 | -1.0 | -4.2
82 | CCOC(=O)Cc1csc(SCC(=O)Nc2cc(C)ccc2OC)n1 | 3.6 | -3.4 | -7.3
83 | COC(=O)c1c(NC(=O)c2c(Cl)cnn2C)sc(C)c1C | 3.5 | 7.8 | -11.0
84 | CCCCCCCCCCCCCCCCCCNc1ccn(C2OC(COP(=O)(O)OCC3OC(n4cc(F)c(=O)[nH]c4=O)CC3O)C(O)C2O)c(=O)n1 (stereo not drawn) | 2.5 | 8.4 | 36.1
85 | Cc1ccc(CSc2ccc(S(=O)(=O)N3CCCCC3)cn2)cc1 | 8.9 | -1.6 | -3.3
86 | Cc1cnc(-c2nc3ccccc3n2C(C(=O)NC(C)(C)C)c2ccncc2)cn1 (stereo not drawn) | 0.0 | 2.3 | -2.7
87 | CC(=O)NC(Cc1cccc(F)c1)C(=O)NC1CCN(c2ncccc2[N+](=O)[O-])CC1 (stereo not drawn) | 4.3 | 1.6 | -16.4
88 | Cc1ccccc1-c1nc(CN2CCC(C(=O)NC3CCCCC3)CC2)c(C)o1 | 0.0 | 0.2 | -0.2
89 | O=C(Cn1c2ccccc2c(=O)c2cc([N+](=O)[O-])ccc21)Nc1ccccc1Cl | 0.0 | -2.6 | -26.4
90 | CC1CN(C(=O)Nc2cccc(Cl)c2)C2(CCCCCC2)O1 (stereo not drawn) | -0.1 | -2.8 | -15.7

Some of the compounds tested (hit frequency here may not be typical).
